# Source: PubChem
# Glyco luc inh: blocks N-linked glycosylation in D54 reporter cells | D54 ERlucT glycosylation luciferase reporter, 24 h; percent of 100 nM tunicamycin response | reporter increase, % at 12.5 µM | 360,000 tested, 0.23% active | AID 588692;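 active = mean luciferase reporter signal, scaled so untreated is 0 and the glycosylation-blocking control 100, at or above a set limit in every replicate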;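 also: luciferase carries N-glycosylation sites so blocking glycosylation raises the light; 0% = median of neutral control wells and 100% = median of 100 nM tunicamycin wells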
# CaV13 ICDI inh: Disruptors of the CACNA1D IQ motif to Ca2+-dependent inactivation inhibitor domain association, primary screening, Förster resonance energy transfer in intact living …; HEK cells, CFP/YFP FRET ICDI-IQ, plate reader, 10 min; percent FRET-ratio fall versus neutral wells; 340,000 tested, 0.098% active; inhibition, % at 12.3 µM;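 active = mean replicate inhibition of at least 30% and at least 1% of replicates passing that level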;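 also: 0% = median of the neutral control wells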
# iPSC survival up: enhancers of human iPSC single-cell survival; survival enhancement, % at 20 µM; 360,000 tested, 0.044% active; hiPSC single-cell survival, ATPlite luminescence; 100% = ROCK inhibitor wells, 0% = DMSO; AID 602274; in the data active = survival enhancement above about 18%;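 also: cells exposed to compounds for 16 hours before the ATP read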
# H9c2 protect: protects H9c2 cardiomyocytes from peroxide injury | AID 588492 | 360,000 tested, 0.63% active | protection from H2O2 cell death, % at 20 µM | H2O2 injury protection, ATPLite, 2 h;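 active = compounds giving at least 50% protection of heart cells from peroxide-induced death in the single-dose screen, raw or plate-pattern-corrected value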;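 also: 0% = DMSO wells with peroxide and 100% = DMSO wells without peroxide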
# Vif inh: HIV Vif inhibition; HEK293T cells, Vif self-association by quenched fluorescence, imaging, 24 h; inhibition, % at 7.49 µM; 340,000 tested, 0.35% active; AID 602346; in the data active = inhibition above about 50%, passing the limit was not always enough; also: some results filed as inactive read as strong as hits
# Granule exo inh: blocks lytic granule exocytosis. TALL-104 LAMP-1 surface exposure, flow cytometry; cells stimulated with thapsigargin and PMA. inhibition, % at 10 µM. 360,000 tested, 0.66% active;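 active = inhibition above about 55%, limit read from the data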
# ABCB6 inh 2: blocks the human ABCB6 transporter; Q9NP58; K562-ABCB6 porphyrin accumulation, flow cytometry, 1 h; active compounds read low; fluorescence ratio to DMSO, % at 10 µM; 360,000 tested, 0.19% active;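 active = fluorescence ratio to DMSO below 75%, the collection mean minus 3 SD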;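 also: signal is porphyrin accumulated inside mitochondria; 100% equals median channel fluorescence of DMSO control wells; lower ratio means ABCB6 inhibition with less porphyrin fluorescence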
# Target sequence (Q9NP58 whole entry, looked up): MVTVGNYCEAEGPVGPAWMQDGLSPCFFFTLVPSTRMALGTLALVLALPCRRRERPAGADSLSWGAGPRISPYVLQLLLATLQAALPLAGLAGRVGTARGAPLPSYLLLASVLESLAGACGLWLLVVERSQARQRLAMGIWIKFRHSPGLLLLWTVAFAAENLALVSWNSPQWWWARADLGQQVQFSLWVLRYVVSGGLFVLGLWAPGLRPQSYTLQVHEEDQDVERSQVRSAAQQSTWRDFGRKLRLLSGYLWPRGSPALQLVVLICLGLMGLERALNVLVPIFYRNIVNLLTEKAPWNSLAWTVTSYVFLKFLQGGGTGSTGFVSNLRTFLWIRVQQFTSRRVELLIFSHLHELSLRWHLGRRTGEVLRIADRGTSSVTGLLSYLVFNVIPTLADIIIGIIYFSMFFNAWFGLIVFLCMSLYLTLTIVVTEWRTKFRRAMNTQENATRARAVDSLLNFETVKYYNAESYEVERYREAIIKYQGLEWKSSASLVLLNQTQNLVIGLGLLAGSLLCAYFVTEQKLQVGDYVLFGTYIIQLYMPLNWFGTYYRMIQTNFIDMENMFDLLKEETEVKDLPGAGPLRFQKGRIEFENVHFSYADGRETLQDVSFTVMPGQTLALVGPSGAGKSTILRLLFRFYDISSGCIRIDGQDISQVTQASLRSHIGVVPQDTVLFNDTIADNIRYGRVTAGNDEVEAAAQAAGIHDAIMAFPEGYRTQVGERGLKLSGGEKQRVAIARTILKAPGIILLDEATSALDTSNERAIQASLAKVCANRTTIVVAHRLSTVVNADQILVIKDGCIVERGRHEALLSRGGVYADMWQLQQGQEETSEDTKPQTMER
# PDI turbidity: PDI (human) enzyme inhibition | P07237 | PDI insulin aggregation turbidity, A650, 90 min | inhibition, % at 10 µM | 350,000 tested, 0.052% active;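 active = mean inhibition across replicates of 30% or more, whatever share of single replicates reach that level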;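 also: absorbance from insulin aggregation driven by PDI reduction with DTT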
# HTR2A ag: mouse HTR2A agonism via beta-arrestin recruitment; 360,000 tested, 0.66% active; P35363; activation, % at 7.6 µM; CHO-K1 mHTR2A beta-arrestin complementation, luminescence; percent of 30 µM serotonin response; AID 624169;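 active = activation above a run cutoff, the mean activation of all tested compounds plus 3 SD, cut at about 14% in these data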;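 also: 0% = plate median of compound wells and 100% = 30 µM serotonin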
# aDG glyco act: alpha-DG glycosylation activation; 360,000 tested, 0.22% active; AID 624168; activation, % at 10 µM; Pro5-aDG cells, alpha-DG glycosylation AlphaScreen (IIH6); 0% Pro5, 100% B10-LARGE cell signal;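 active = activation of at least 8% versus controls, or a plate z-score of at least 8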;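 also: Pro5 are CHO cells carrying HIG-tagged alpha-DG that lacks glycosylation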
# An asterisk follows results filed as active; . = no result given.
SMILES,Glyco luc inh,CaV13 ICDI inh,iPSC survival up,H9c2 protect,Vif inh,Granule exo inh,ABCB6 inh 2,PDI turbidity,HTR2A ag,aDG glyco act
O=C(NC1CCCCCC1)c1ccc(-n2cnnc2)cc1,1,-2,1.4,-2,-2,0,96,-14,5,0.1
Cc1nnc(SCC(=O)Nc2sc3c(c2C#N)CCCCC3)n1N,1,-5,8.5,4,-4,-1,107,-2,4,0.8
CC(C)C(=O)N1CCN(c2ccccc2NC(=S)NC(=O)/C=C/c2ccco2)CC1,-2,-6,-1.2,17,2,-4,93,-8,0,0.2
FC(F)(F)c1nnc2n1N=C(c1cccs1)CS2,3,-7,-0.7,12,-5,12,97,4,1,-0.2
COc1ccccc1CNC(=O)CN1c2cccc3cccc(c23)S1(=O)=O,0,-17,-0.3,-3,-2,3,87,-3,0,0.0
C=CCn1c(NCc2ccc(OC)cc2)nc2ccccc21,-2,-6,-0.7,-6,-5,0,98,0,2,0.2
Cc1ccc(S(=O)(=O)NCCCNS(=O)(=O)c2ccccc2)cc1,-2,-21,0.4,4,0,4,93,-1,1,0.0
CCO[C@H]1OC(C(=O)NCc2nc3ccccc3[nH]2)=C[C@@H](c2csc3ccccc23)[C@@H]1CCCO,4,-12,2.3,32,-1,-7,94,4,1,-0.2
O=[N+]([O-])c1ccc(/C=N/Nc2nc(-c3ccccc3)c3cc(Br)ccc3n2)o1,4,-4,0.3,10,2,-2,123,3,1,0.3
O=C(c1ccccc1[N+](=O)[O-])N1N=C(c2ccccc2)CC1(O)C(F)(F)F (configuration not stated),-5,-2,0.1,3,2,-2,107,0,-3,0.0
CC1=CC(C)(C)N(C(=O)CSc2nnc(N)s2)c2c(C)cc(C)cc21,0,-5,2.7,-2,-4,1,111,-6,-1,0.2
O=C(CCCN1C(=O)CCC1=O)Nc1ccc(Br)cc1F,-1,-9,-0.2,0,0,-4,102,1,1,-0.1
O=C(NCCc1nc2ccc(Cl)cc2[nH]1)C1CCC(=O)N(Cc2cccc(F)c2)C1 (configuration not stated),0,-7,-0.3,9,-10,-1,102,4,1,0.4
CC(NC(=O)COC(=O)c1ccc(OCC2CCCO2)cc1)c1ccccc1Cl (configuration not stated),1,-7,-0.5,-10,-22,-2,96,3,1,-0.1
CC(=O)N1CCN(c2nc(C)nc3sc4c(c23)CCC(C)C4)CC1 (configuration not stated),-1,.,3.3,4,-19,2,90,2,1,0.0
Cc1ccccc1OCC(=O)Nc1ccccc1N1CCCCC1,-6,-7,-2.6,-13,-14,5,88,2,-1,0.1
O=C(O)/C=C/C(=O)NNC(=O)c1cccc(Br)c1,0,.,-0.3,0,8,3,95,-3,4,-0.3
O=[N+]([O-])c1cccc(/C=N/N2CCN(Cc3ccc(Cl)cc3)CC2)c1,-2,-4,-0.5,-9,-1,9,97,1,-4,-0.3
Cc1ccc2c(c1)sc(C)[n+]2CCCS(=O)(=O)[O-],0,-1,-0.7,0,0,0,96,4,1,0.0
O=C1CCC2c3ccc4ccccc4c3CCN12 (configuration not stated),4,-4,5.7,-3,13,-2,96,4,1,-0.1
Cc1ccc(NC(=O)/C(=C/C=C/c2ccccc2)NC(=O)c2ccccc2)cc1,-4,-23,-0.9,-6,2,-2,98,-2,5,-0.4
COc1ccc(CN(C)C(=O)c2cnc(C)cn2)c(OC)c1OC,2,-5,0.1,2,-4,-4,99,-8,8,0.1
NS(=O)(=O)OCCCc1ccccc1,1,-9,-4.1,-3,.,0,96,2,-4,0.0
O=C(Nc1nccs1)c1ccc(S(=O)(=O)NCc2cccs2)cc1,0,-10,-1.6,-8,-8,7,98,-5,-7,0.4
COC(=O)C(CCSC)NC(=O)c1cn(-c2ccc(OC)cc2)c(=O)c2ccccc12 (configuration not stated),0,-4,-0.2,1,2,1,97,14,0,-0.3
CCOc1ccc(NC(=S)NCCN2CCN(Cc3ccccc3)CC2)cc1,-4,-2,-0.3,-7,-1,9,96,-2,-10,0.1
O=C(CCc1ccccc1)Nc1cc2c(cc1Cl)OCCO2,-3,-8,-0.7,-1,1,-4,92,-10,-6,-0.3
CC(C)C[C@@H](CNCC(=O)[C@H](CC(C)C)NC(=O)c1[nH]cnc1C(=O)N[C@@H](C)CN)NC(=O)c1nc[nH]c1C(=O)N[C@@H](CC(C)C)C(=O)O,1,-10,3.4,-10,8,-3,97,4,-1,0.6
Cc1ccc(NC(=O)C2c3ccccc3Oc3ccccc32)nc1,-9,-3,-0.8,-1,5,-1,99,-3,1,-0.3
COc1ccc(-c2cc(C(=O)N3CC(C)CC(C)C3)c3ccccc3n2)cc1 (configuration not stated),1,-5,0.0,-7,.,-14,95,9,5,-0.2
CCCc1nc2sc3c(c2c(=O)n1NC(=O)CCC(=O)O)CCCC3,0,-7,0.1,4,4,-5,98,-3,-1,-0.2
Cc1nc2cc(C(=O)O)ccc2s1,0,-4,-2.5,1,-15,-1,94,14,6,-0.1
CCc1ccc[n+](-c2[nH]c(=O)sc2/C=N/N=C(\N)[O-])c1,0,-5,0.5,5,1,0,99,-4,-1,0.2
CC(C)(C)n1cnnc1Sc1ncccc1[N+](=O)[O-],0,14,-0.8,1,20,2,98,3,1,-0.1
O=C(c1cc(-c2ccncc2)nc2ccccc12)N1CCN(c2ccccc2O)CC1,-1,-4,0.1,27,0,5,93,-7,3,-0.6
Cc1cc(OC(=O)c2ccc(S(=O)(=O)N(C)C)cc2)c([N+](=O)[O-])c(=O)[nH]1,0,-2,3.6,2,-2,0,100,3,0,-0.1
COc1ccc(N=C2C(=S)N(c3ccc(OC)cc3)C(=NS(=O)(=O)c3ccccc3)N2c2ccccc2)cc1,-5,-14,-1.5,-17,13,1,96,3,-5,0.4
N#Cc1c(N2CCCC(O)C2)nc(N)c2c(N)nc3c(c12)CC(=O)N3C12CC3CC(CC(C3)C1)C2 (configuration not stated),41*,-6,-4.1,-22,.,15,496,23,-1,-0.5
Cc1c(C)c(C)c(CO/N=C/c2cccs2)c(C)c1C,-4,-2,-0.3,-4,-4,88*,95,13,-1,-0.3
CC1Cc2ccccc2N1C(=O)COC(=O)c1ccc(Cl)c(S(=O)(=O)N2CCOCC2)c1 (configuration not stated),1,-5,2.7,-11,-4,4,91,0,10,-0.1
CCOC(=O)c1cc2sccc2n1Cc1ccc(C#N)cc1,1,.,-1.3,-1,.,-1,106,3,3,0.0
COc1ccc(NC(=O)c2ccncc2)cc1S(=O)(=O)N1CCCCC1,1,-11,-1.3,-1,-7,4,106,8,-4,-0.3
O=C(NCCN1CCOCC1)Nc1ccc(Cl)cc1Cl,1,-5,0.9,-5,4,-2,101,6,-5,-0.1
CC(C)CC(=O)Nc1c2c(nn1-c1ccc(F)cc1)CS(=O)C2 (configuration not stated),7,-11,-0.3,-4,12,-3,102,-1,-3,-0.1
CCN(CC)c1ccc(Nc2cc3n(c(=O)n2)CCc2cc(OC)c(OC)cc2-3)cc1,5,-81,-0.7,17,-1,-16,115,-10,-5,-0.2
COc1ccc(NC(=O)c2ccco2)cc1S(=O)(=O)N1CCCCC1,1,-12,-0.4,-8,0,-11,93,0,-8,0.1
O=C(CSc1nc(=O)n(CCN2CCOCC2)c2c1CCCC2)Nc1ccc(F)cc1F,0,-5,0.5,-6,2,0,94,1,4,0.1
O=C(O)c1c(Cl)c(Cl)c(Cl)c(Cl)c1C(=O)N1CCCCCC1,2,-3,-0.3,0,-13,-6,103,0,4,-0.1
Cc1cccc(N2CCN(C(=O)c3cccc(NC4=NC5CS(=O)(=O)CC5S4)c3)CC2)c1C (configuration not stated),0,-7,-2.0,-3,-5,-7,95,.,-3,-0.1
CC(C)C[C@H]1CN(CCCC[C@@H]2CNC(=O)C(=O)N2CC2CCCCC2)C(=O)C(=O)N1CC1CCCCC1,.,-3,-1.1,.,.,0,98,.,0,-0.1
O=C(Nc1ccc(C(=O)O)cc1)/C(=C\c1ccco1)NC(=O)c1ccco1,2,-3,-0.7,-1,14,-6,96,12,1,0.0
O=S(=O)(Cc1ccc(Cl)cc1)Nc1ccc2c(c1)OCO2,0,-10,0.2,-1,2,-2,94,-8,-5,-0.3
CCN(CC)C(=O)[C@H]1CC(CC(=O)NCCc2ccccn2)C(=O)N2CCc3c([nH]c4ccc(OC)cc34)[C@]12C (some centres not stated),3,-5,0.7,10,3,-4,97,-9,3,0.4
COc1ccc(/C(O)=C2\C(=O)C(=O)N(CCN3CCOCC3)C2c2ccccc2OC)cc1 (configuration not stated),1,-3,-1.8,5,1,0,98,-3,0,0.0
Cc1ccc(NC(=O)c2ccc3nc[nH]c3c2)nc1,-4,-4,-0.5,2,4,5,93,7,-5,0.1
CCOC(=O)c1c(C)[nH]c(C(=O)OC(C)C(=O)Nc2ccc(C)cc2)c1C (configuration not stated),2,-3,-1.3,-5,-12,-3,99,-8,-8,0.0
COc1cc(C2=NOC(C(=O)Nc3ccc4c(c3)OCO4)C2)cc(OC)c1OC (configuration not stated),4,-5,0.9,-7,-17,4,98,0,-2,-0.1
COc1ccc(NC(=S)N(CCN2CCOCC2)C2CCN(C(C)=O)CC2)cc1Cl,0,-17,0.7,6,-4,0,98,-12,6,-0.2
COc1ccc(S(=O)(=O)N2CCN(C)CC2)cc1NC(=O)c1ccccc1C,1,-5,1.4,0,-5,-2,77,11,-6,0.0
C[C@H](CO)N1C[C@H](C)[C@@H](CN(C)Cc2ccncc2)Oc2c(NS(=O)(=O)c3ccc(Cl)cc3)cccc2C1=O,0,-8,-0.5,7,.,-7,97,1,-5,0.0

# 3 of the entries above in order of their number in Granule exo inh, smallest number first.
Molecule	Glyco luc inh	CaV13 ICDI inh	Vif inh	Granule exo inh	ABCB6 inh 2	PDI turbidity	HTR2A ag	aDG glyco act
CCOC(=O)c1c(C)[nH]c(C(=O)OC(C)C(=O)Nc2ccc(C)cc2)c1C (configuration not stated)	2	-3	-12	-3	99	-8	-8	0.0
COc1ccc(NC(=S)N(CCN2CCOCC2)C2CCN(C(C)=O)CC2)cc1Cl	0	-17	-4	0	98	-12	6	-0.2
Cc1ccc(NC(=O)c2ccc3nc[nH]c3c2)nc1	-4	-4	4	5	93	7	-5	0.1

# The list continues.
SMILES,Glyco luc inh,CaV13 ICDI inh,iPSC survival up,H9c2 protect,Vif inh,Granule exo inh,ABCB6 inh 2,PDI turbidity,HTR2A ag,aDG glyco act
O=C(CSc1n[nH]c(-c2ccncc2)n1)Nc1ccc(F)cc1,2,-5,-0.1,0,13,10,96,11,6,-0.1
Cc1ccc(S(=O)(=O)N2CCN(c3ncnc4sccc34)CC2)cc1,-1,-11,-0.4,-12,-10,2,89,3,0,2.4
COc1ccc(C2c3c4c(n(C)c3CCN2C)CCN(C)C4c2ccc(OC)cc2)cc1 (configuration not stated),-1,-3,-1.4,5,2,1,84,-2,0,0.3
O=C1N=C(N2CCCC2C(=O)O)S/C1=C\c1ccco1 (configuration not stated),2,-7,0.8,1,-4,6,103,-6,0,-0.1
Cc1cccc2c1N(CCCOc1ccc(C(C)(C)C)cc1)C(=O)C2=O,1,.,-1.4,-43,.,36,106,2,-5,0.1
CCCCOCCCNCC(=O)Nc1ccc(S(N)(=O)=O)cc1,0,-7,-1.4,-2,1,0,99,2,1,-0.1
CC(C)(C)C1CCc2nc(NC(=O)Cc3cn4ccsc4n3)sc2C1 (configuration not stated),0,.,1.1,-21,24,2,93,-1,0,-0.2
Cc1cc(NCc2ccco2)n2c(nc3ccccc32)c1C#N,1,.,5.3,-5,15,0,108,16,1,0.0

# The order is random; overall some 3.1% were active at least once.
